Compound activity deposited in PubChem BioAssay by NCI.
Growth percent in the NCI-60 one-dose screen (48 h, 10 µM unless noted): 100 = growth as untreated, 0 = no growth, -100 = all killed.
HL-60(TB) – HL-60(TB) leukemia cells | 9% of 78,000 active; active = growth percent below 10
An asterisk follows results filed as active; & = joins results of further samples. An excerpt; count on the stated rates, not on these rows.

SMILES | HL-60(TB)
O=C1CC2CC=CCN2C=C1c1ccncc1 (configuration not stated) | 98.3
COC(=O)c1c(C)[nH]c(/C=C2\N=C(c3ccc[nH]3)C=C2OC)c1C | 4.3*
O=c1[nH]c(=O)n(Cc2ccc(F)cc2)c(=O)n1Cc1ccc(F)cc1 | 100.3
N[C@H](CC/[N+]([O-])=N/O)C(=O)O | 100.2
NS(=O)(=O)c1ccc(CCn2c(SCc3ccccc3)nc3ccccc3c2=O)cc1 | 84.2
CC1(C)CC[C@]2(CO)CC[C@]3(C)[C@H](CC[C@@H]4[C@@]5(C)CCC(=O)NC(C)(C)[C@@H]5CC[C@]43C)[C@H]2[C@H]1O | 87.4
CC(C)(C)CC(C)(C)Nc1c(-c2c(O)c3ccccc3oc2=O)nc2sc3ccccc3n12 | 21.6
CN1c2ccccc2C(=O)N(NC(=O)Nc2ccccc2)C1c1ccc(F)cc1 (configuration not stated) | 99.4
OCc1ccc2c(c1)OCO2 | 96.1
O=C1NC(=S)NC(=O)C1=Cc1ccc(OCC(=O)N2CCOCC2)cc1 | 101.8
N#Cc1cnn(-c2nc3c(Cl)cccc3s2)c1N | 97.7
C=C1C(=O)O[C@@H]2/C=C(/C)C3=CC(=O)[C@@](C)(C[C@H](OC(=O)/C(C)=C\C)[C@@H]12)O3 | -11.9*
Cc1ccc(-n2c(=O)[nH]c3ccccc3c2=O)cc1[N+](=O)[O-] | 94.2
CN1CC(c2ccc(Cl)cc2)C(C(=O)c2ccc(O)cc2)C12C(=O)c1ccccc1C2=O (configuration not stated) | 99.7
CCCCOP(=O)(N1CCOCC1)N1CCOCC1 | 120.9
Cc1nnc(/N=C2\NC(=O)/C(=C/c3ccc(O)cc3)S2)s1 | 99.8
CCOC(=O)C(CC(c1ccccc1)N1CCOCC1)[N+](=O)[O-] (configuration not stated) | 77.9
N#Cc1c(-c2ccc(Cl)cc2Cl)c(C#N)c(=O)n(-c2nccs2)c1N | 96.6
N#CC1=C(N)n2nc(-c3ccncc3)nc2NC1c1cccc2ccccc12 (configuration not stated) | 89.8
CCCCOc1nc2cc(Cl)ccc2cc1C(c1c(O)c2ccccc2oc1=O)c1cn(CCCC)c2ccccc12 (configuration not stated) | 104.3
O=C(O)c1cn(C2CC2)c2cc(N3CCN(C(=O)c4ccccc4)CC3)c(F)cc2c1=O | 87.4
C/C(=N/NS(=O)(=O)c1ccc([N+](=O)[O-])cc1)c1ccc(C)cc1 | 146.0
COc1cccc(Cn2c(-c3nonc3NC(C)=O)nc3ccccc32)c1 | -2.6*
CC/C=C(\C)C1(CCC)C(=O)NC(=O)NC1=O | 145.8
COc1ccc(C=C(C(C)=O)C(C)=O)cc1 | 92.7&107.2
OC1CCN(Cc2ccccc2)CC1 | 94.5
COc1ccc(/C=c2/c(=O)[nH]c3nc4sc(C)c(C)c4c(=O)n23)cc1 | 71.8
CCOC(=O)c1ccc2c(c1)nc(C)n2-c1cc(C(C)(C)C)[nH]n1 | 107.7
COc1ccc(/C(O)=C/c2nc3nonc3nc2-c2ccc(OC)cc2)cc1 | 68.0
C=C1c2c(Cl)ccc(O)c2C(O)=C2C(=O)[C@]3(O)C(O)=C(C(N)=O)C(=O)[C@@H](N(C)C)[C@@H]3[C@@H](O)[C@H]12 | -24.8*
Cc1nn2c(/C=C3/C(=O)Nc4ccc(Cl)cc43)c(-c3ccccc3)nc2s1 | 81.5
O=[N+]([O-])c1ccc(/C=C/C=C/c2ccccc2)c(Cl)c1 | 91.9
Cn1cncc1CC1COC(=O)C1C(O)c1ccccc1 (configuration not stated) | 99.0
O=C1NCC(Nc2ccc(Br)cc2)C(=O)N1 (configuration not stated) | 94.0
CCCCCCSc1ccc(C)cc1 | 116.1
Nc1cccc(P(=O)(O)O)c1 | 94.5
O=C1Nc2ccccc2/C1=N/n1c(N/N=C/c2cccc3c2oc2ccccc23)n[nH]c1=S | 150.6
C=C(C)[C@@H]1CC[C@]2(C(=O)O)CC[C@]3(C)[C@H](CC[C@@H]4[C@@]5(C)C[C@@H](CC#Cc6ccccc6)C(=O)C(C)(C)[C@@H]5CC[C@]43C)[C@@H]12 | 3.0*
O=C(CC12CC3CC(CC(C3)C1)C2)NCCOCCOCCOCCNC(=O)c1cc2c(o1)C(=O)c1ccccc1C2=O | -7.2*
CCOC(=O)c1ccc2c(c1)n([O-])c(C(=O)Nc1ccccc1)c(-c1ccccc1)[n+]2=O | 50.6
CC(C)NS(=O)(=O)c1cccc(-c2ccc3c(=O)n(CCCN(C)C)c4c(c3c2)C(=O)c2ccccc2-4)c1 | 92.0
CCOC(=O)CCCC(=O)OCC | 102.0
N#CC1C(C#N)C2c3ccccc3C=CN2C1C(=O)c1ccc(Br)cc1 (configuration not stated) | 101.0
CC12CCC3C(CCC4Cc5[nH]c6ccccc6c5CC43C)C1CCC2O (configuration not stated) | -32.9*
CC1(C)CC(=O)C=C(Nc2ccc(O)cc2)C1 | 106.5
O=C(NNC(=O)c1cc2oc(-c3cccc(C(F)(F)F)c3)cc2[nH]1)c1ccccc1 | 112.1
O=[N+]([O-])c1cc(Cl)ccc1Nc1cccc(F)c1 | 106.0
O=C(COc1cccc(/C=C2\Cc3ccc(Cl)cc3C2=O)c1)c1ccc(Cl)cc1 | 126.4
CCn1cnc2c(Nc3cccc(Cl)c3)nc(N[C@@H]3CCCC[C@@H]3N)nc21 | -51.6*
O=C(c1ccccc1)C(c1ccccc1)N1CCCCC1 (configuration not stated) | 115.9&97.6
CC(=O)O[C@H]1CC[C@H]2[C@@H]3CC[C@H]4CC=C(C)C[C@]4(C)[C@H]3CC[C@]12C | 89.9
COc1ccc(-c2nn(C(=O)NCCN3CCN(C(C)=O)CC3)cc2-c2ccncc2)cc1Cl | 85.8
O=[N+]([O-])c1ccc(Cc2nc3ccccc3s2)cc1 | 113.7
O=C(C[n+]1cccc(Br)c1)c1cccc([N+](=O)[O-])c1 | 100.4
CC(=O)NNc1ccc2nnc(-c3ccc(Br)cc3)n2n1 | 97.5
CCCCc1cn(CC(=O)N2c3ccccc3Sc3ccc(C(F)(F)F)cc32)nn1 | 101.8
COC(=O)Cc1[nH]cnc1C(=O)OC | 99.9
COC(=O)c1c(NC(=O)c2cc(C)oc2C)sc(C)c1C | 99.4
Cc1ccc(S(=O)(=O)NC(CCC(=O)Nc2ccccc2)C(=O)Nc2ccccc2)cc1 (configuration not stated) | -2.4*
Cc1cccc(C)c1I | 88.4

In the list so far, these contain an aryl thioether with sulfur outside any ring:
SMILES | HL-60(TB)
NS(=O)(=O)c1ccc(CCn2c(SCc3ccccc3)nc3ccccc3c2=O)cc1 | 84.2
CCCCCCSc1ccc(C)cc1 | 116.1

Some of the entries so far, as tab-separated lines.
mol	HL-60(TB)
CC(=O)O[C@H]1CC[C@H]2[C@@H]3CC[C@H]4CC=C(C)C[C@]4(C)[C@H]3CC[C@]12C	89.9
COc1ccc(-c2nn(C(=O)NCCN3CCN(C(C)=O)CC3)cc2-c2ccncc2)cc1Cl	85.8
O=[N+]([O-])c1ccc(Cc2nc3ccccc3s2)cc1	113.7

Next part:
SMILES | HL-60(TB)
COc1ccc(-c2nn(CC(=O)N3CCOCC3)c3ncnc(N)c23)cc1 | 97.0
COc1ccc(-c2nc(SCC(=O)Nc3nc4ccc(C)cc4s3)[nH]c(=O)c2C#N)cc1OC | 105.2
COc1ccc(CSc2ncnc3nc[nH]c23)cc1 | 90.2
CCCCCCCCCCCCCC[n+]1ccccc1 | -70.3*
O=C1COCCN1c1ccc(Nc2nc(Cl)nc(N3CCOCC3)n2)cc1 | 90.5
COc1ccc(C2=CN3CC=CCC3CC2=O)cc1 (configuration not stated) | 110.2
O=C(N/N=C/c1ccccc1[N+](=O)[O-])c1cc(-c2nc3ccccc3[nH]2)nc2ccccc12 | 81.7
COc1ccc(C(=O)N2CCN(C(C)=O)C2=O)cc1OC1CCCC1 | 103.3
COc1ccc(C(=O)/C=C/c2c(Cl)nc3c(c(C)nn3-c3ccccc3)c2-c2ccc(Cl)cc2)cc1 | 80.8
CC(=O)c1nn(-c2ccccc2)c(=Nc2ccccc2)cc1C | 105.9
CC1=CC(=O)OC1C/C=C(\C)CCC1[C@@]2(C)CCC[C@@](C)(C(=O)O)C2CC[C@@]1(C)O (some centres not stated) | 95.8
CC(=O)ON(C(C)=O)c1ccc(C(N)=O)cc1 | 83.0
Cc1cccc(OC(=O)Oc2cccc(C)c2)c1 | 90.9
Cc1nnc(N2CCN(c3ccccn3)CC2)c2ccccc12 | 108.3
C#CC1(O)CCC2C3CC=C4CC(O)CCC4(C)C3CCC21C (configuration not stated) | 90.3
Cc1nn(-c2ccccc2)c2c1C(c1cc3c(cc1[N+](=O)[O-])OCO3)C(C#N)=C(N)O2 (configuration not stated) | 108.6
COc1ccc(NC(=O)c2c(Nc3ccccc3)nn3c(-c4ccc(Cl)cc4)c(-c4nc5ccccc5s4)c(N)nc23)cc1 | 105.7
O=C(O)c1cn(C2CC2)c2cc(N3CCN(S(=O)(=O)c4ccc(Cl)cc4Cl)CC3)c(F)cc2c1=O | 86.9
COc1cc2c3c(c1OC)-c1cc4c(cc1CC3OCC2)OCO4 (configuration not stated) | 70.4
Cc1c(-c2nnc(SCCc3ccccc3)n2Cc2ccccc2)nn(-c2ccc(Cl)cc2Cl)c1-c1ccc(Cl)cc1 | 82.4
CN(C)S(=O)(=O)c1ccc(N)c([N+](=O)[O-])c1 | 67.6
Cc1ccc(S(=O)(=O)Nn2c(C)ccc(-c3nc4ccccc4s3)c2=O)cc1 | 101.4
CCCCCCCCCCCCCCCCCC(=O)Oc1ccc2ccccc2c1 | 123.2
O=C1/C(=C/c2cc3ccccc3[nH]c2=O)CCC/C1=C\c1cc2ccccc2[nH]c1=O | 105.7
CCNC(=O)CSc1nc2ccccc2c(=O)n1-c1ccc(S(=O)(=O)Nc2ccc(Cl)nn2)cc1 | 114.6
COc1ccc(CC2c3cc(OC)c(OC)cc3CCN2C)cc1OC (configuration not stated) | 99.0
COc1ccc(NC(=O)c2ccc(NC3=C(c4ccccc4)C(=O)N(C)C3=O)cc2)cc1 | 69.4
COc1cccc2c1CCC1C2=NN(C(C)=O)C1c1cc(OC)c(OC)c(OC)c1 (configuration not stated) | 90.5
C/C(=N\Nc1nc(-c2ccc(Cl)cc2)cs1)c1nnn(-c2ccc(Cl)cc2)c1C | 99.7
CCOC(=O)CSC(SCC(=O)OCC)=C(C#N)NS(=O)(=O)c1ccc(Cl)cc1 | 76.9
COc1ccc(C(=O)COc2ccc(NC(=O)Nc3ccccc3)cc2)cc1 | 91.6
C=C(C)C(=O)OCCOCCOCCOC(=O)C(=C)C | 100.3
C[C@H](c1nc2ccc(Cl)cn2c1NC(C)(C)C)[C@H]1CC[C@H]2[C@@H]3CCC4=CC(=O)CC[C@]4(C)[C@H]3CC[C@]12C | 69.1
COc1cc(CC(=O)C(=O)O)oc(=O)c1 | 103.5
ClCCn1c[n+](CCCl)c2ccccc21 | 105.4
CCCOC(=O)c1ccc2c(c1)[N+](=O)C(C(=O)c1ccccc1)=C(C)[N+]2=O | 96.4
C=CCSc1nc2ccccc2cc1/C=N/O | 92.1
C=COC(=O)C(C)(C)C | 98.9
COc1ccc(NC(C)=O)c(C)c1 | 101.5
Cc1ccc(C(N)=O)cn1 | 110.6
COc1ccc2c(=O)c(C)c(C(=O)N[C@@H](Cc3ccccc3)C(O)C(=O)NCc3ccccc3)oc2c1 (some centres not stated) | 114.5
COc1ccc(/C=C/C(=O)c2cccc(B(O)O)c2)cc1O | 4.3*
CCOC(=O)c1c2c(n(-c3ccccc3)c1-c1ccccc1)C=CCC2 | 95.9
Cc1cccc(Cc2ccccc2C(=O)c2cccc3ccccc23)c1 | 112.9
O=C1OC(=O)C2C1CC1C(=O)OC(=O)C12 (configuration not stated) | 103.7
COC(=S)OC1CC(n2cnc3c(N)ncnc32)OC1CO[Si](C)(C)C(C)(C)C (configuration not stated) | 98.7
Cc1ccc(C2CC(c3ccc(NC(=S)Nc4ccccc4)cc3)=NN2c2ccc(S(N)(=O)=O)cc2)cc1 (configuration not stated) | 8.9*
C=C(C)[C@@H]1CC[C@]2(C(=O)O)CC[C@]3(C)[C@H](CC[C@@H]4[C@@]5(C)CCCNC(C)(C)[C@@H]5CC[C@]43C)[C@@H]12 | 73.9

Exported as comma-separated lines: part of the list above
SMILES,HL-60(TB)
COC(=S)OC1CC(n2cnc3c(N)ncnc32)OC1CO[Si](C)(C)C(C)(C)C (configuration not stated),98.7
Cc1ccc(C2CC(c3ccc(NC(=S)Nc4ccccc4)cc3)=NN2c2ccc(S(N)(=O)=O)cc2)cc1 (configuration not stated),8.9*
C=C(C)[C@@H]1CC[C@]2(C(=O)O)CC[C@]3(C)[C@H](CC[C@@H]4[C@@]5(C)CCCNC(C)(C)[C@@H]5CC[C@]43C)[C@@H]12,73.9

(continued)
SMILES | HL-60(TB)
S=c1[nH]c(=S)c2[nH]cnc2[nH]1 | 90.6
O=C1CCSC(=S)N1CCCCN1C(=O)CCSC1=S | 95.2
O=C(/C=C/c1cn(-c2ccccc2)nc1-c1ccc(Br)cc1)c1cc2ccccc2oc1=O | 93.4
COc1cc2nc(Cc3ccc(C#N)cc3)[nH]c(=O)c2cc1OC | 104.2
Nc1cc2c(S(=O)(=O)O)cc(S(=O)(=O)O)cc2cc1S(=O)(=O)O | 67.9
Clc1ccc2c(c1)C(c1ccccc1Cl)=NCC(SCCN1CCOCC1)=N2 | 82.8
Cc1nc(NC(=O)NC2CCCCC2)sc1C(=O)NNC(=O)NC1CCCCC1 | 96.8
CCCCCCCC(=O)c1ccccc1 | 114.7
O=C(CSc1nc2ccc([N+](=O)[O-])cc2[nH]1)Nc1cccc(Cl)c1 | 16.9
CCOc1ccc2nc(N(C=O)Cc3ccc(C(C)C)cc3)sc2c1 | 100.3
COc1ccc2c(c1)-c1c(OC)c(OC)cc3c1C(C2)OCC3 (configuration not stated) | 80.0
C=C1C(=O)O[C@H]2[C@H]1CC/C(COC(=O)c1cc3cc(Cl)ccc3[nH]1)=C\CC[C@@]1(C)O[C@@H]21 | -46.0*
CCC(=O)Oc1ccc(/C(=C(/CC)c2ccccc2)c2ccc(OCCCN(C)C)cc2)cc1 | 113.1
c1cc(-c2nc(N3CCOCC3)c3c4c(sc3n2)CCCC4)ccn1 | 85.8
CCOC(=O)C1NNc2c3ncnc-3ncn2C1=O (configuration not stated) | 105.2
